Hsp70 inhibitors = Hsp70 inhibitors, probe displacement, primary screen, biochemical, fluorescence polarization (AID 583). Hsp70 fluorescence polarization probe displacement, mP; higher % means a stronger effect. one-dose displacement, % at 20 µM; IC50 in µM for titrated hits. 140,000 compounds, 0.06% hits; in the data active = displacement above about 50%;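 also: plate controls were vehicle for no effect and reference ligand for full effect; a part of the inactive calls stands beside numbers as strong as those of hits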
MKP-3 inhibition = MKP-3 phosphatase inhibitors, primary screen, biochemical, rat enzyme, in vitro (AID 425). recombinant MKP-3 phosphatase activity, fluorescence; higher % means a stronger effect. one-dose inhibition, % at 20 µM; IC50 in µM for titrated hits. 110,000 compounds, 0.17% hits; in the data active = inhibition above about 50%;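 also: plate controls were vehicle for no effect and reference inhibitor for full effect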
The depositor's hits bear a star; nt = not tested or not shown; & = joins results of further samples. An excerpt. The share of hits here may be higher or lower than overall.

Structure | Hsp70 inhibitors | MKP-3 inhibition
CC1(C)CC(=O)C=C(NCc2ccco2)C1 | 2.5% | 1%
Cc1ccc2c(c1)N(CCC(=O)NCc1ccccn1)C(=O)CO2 | 6.5% | 2%
N#Cc1c2c(c(NCCCN3CCOCC3)n3c1nc1ccccc13)CCC2 | 3.4% | 3%
COc1ccc(Cc2noc(COc3ccc(Cl)cc3)n2)cc1 | 2.0%&8.2% | -3%
COc1ccccc1S(=O)(=O)Cc1ccc(C(=O)NC2CCCCC2)o1 | 0.3% | -11%
COC(=O)CN(Cc1ccccc1)S(=O)(=O)c1ccccc1 | -1.3% | 0%
COc1ccc(C2=NN(CN3C(=O)C(=O)c4ccccc43)C(c3ccc(Br)cc3)C2)cc1 (centres undefined) | 1.7% | nt
COc1ccccc1C(=O)Nc1ccccc1C(=O)N1CCCC1 | -1.9% | 1%
Cc1cc(NNc2ccc(Cl)cc2)c(C(N)=O)c(C)n1 | 3.0% | 4%
COC(=O)c1ccccc1NC(=O)C1CC(c2ccc(F)cc2)=NO1 (centres undefined) | 3.3% | -4%
Cc1ccc(C(=O)NC(C(=O)NC(C)(C)C)C23CC4CC(CC(C4)C2)C3)cc1 (centres undefined) | 1.8% | 2%
COc1ccc(CCNC(=O)c2cc(-c3ccc(C)c(C)c3O)n[nH]2)cc1OC | 2.4% | nt
Cc1c(Cl)cccc1-c1ccc(C=O)o1 | 1.0% | 5%
NC(=O)c1c(NC(=O)c2ccccc2Cl)sc2c1CCCC2 | 5.2% | 0%
COc1cc(/C=C2\N=C(c3ccc(F)cc3)OC2=O)ccc1OC(=O)c1ccccc1Cl | -0.1% | 3%
COc1ccc2c(c1)OC1=C(C(=O)CCC1)C2C1=C(O)CCCC1=O (centres undefined) | 1.9% | nt
COc1ccc(N2CCN(Cc3oc(CO)cc(=O)c3O)CC2)cc1 | 1.3% | nt
Cc1onc(-c2ccccc2Cl)c1C(=O)OCN1C(=O)c2ccccc2C1=O | -0.3% | -13%
CC(C)OC(=O)CCc1nc2ccccc2[nH]c1=O | 2.3% | 1%
CCCCCn1c(SCCN2CCOCC2)nc2c1c(=O)[nH]c(=O)n2C | -1.6% | 0%
Cc1cc(C)cc(NC(=O)CN2CCN(CCN=CC3=C(O)CC(C)(C)CC3=O)CC2)c1 | 5.3% | nt
O=C(CSc1nnc(CNc2ccc(F)cc2)n1Cc1ccco1)N1CCOCC1 | -7.6% | nt
O=C(COc1ccccc1)NCC(c1cccs1)N1CCOCC1 (centres undefined) | 0.4% | -26%
CCN(CC)c1ccc(N=Cc2ccc(C=Nc3ccc(N(CC)CC)cc3)cc2)cc1 | 7.7% | -1%
CCN(CC)C(=O)Nc1ccccc1C | 3.9% | nt
Cc1c(C(=O)NCc2cccs2)oc2ccccc12 | -2.6% | 0%
CCOc1ccccc1COC(=O)c1cccc(-n2cnnn2)c1 | 0.2% | -8%
CC(C)(C)n1nc2c(c1NC(=O)Cc1ccc(F)cc1)CSC2 | nt | 5%
O=C(CCCCCn1c(=O)[nH]c2ccsc2c1=O)NCc1cccs1 | -2.2% | -1%
COc1cccc(C2C(C(=O)Nc3ccccc3)=C(C)N=c3s/c(=C\c4ccc(N(C)C)cc4)c(=O)n32)c1 (centres undefined) | -39% | -2%
COc1cccc(C2NC(=S)NC(C)=C2C(=O)Nc2cccc(Cl)c2)c1 (centres undefined) | 0.0% | 4%
CC(=O)c1ccc(NC2=NC(C)(C)Cc3ccccc32)cc1 | -3.5% | 4%
CCn1c(SCc2nc3cc(OC)c(OC)cc3c(=O)[nH]2)nnc1-c1ccncc1 | -0.1% | -1%
CCOc1cc(C(=O)Nc2ccc(S(=O)(=O)Nc3cc(C)on3)cc2)cc(OCC)c1OCC | 3.5% | -3%
Cn1c(=O)c2c(nc(CN3CCN(c4ccccc4)CC3)n2CCCc2ccccc2)n(C)c1=O | -0.1% | nt
COCCNC(=O)CSc1ccc(C)cc1 | 6.1% | -9%
C=CCn1c(SCc2cc(C(=O)OC)c(C)o2)nnc1-c1ccncc1 | -2.5% | -19%
Cc1ccc(O)c(N=CC2=C(O)c3ccccc3C2=O)c1 | 12% | -10%
CCOc1cc(/C=N/NC(=O)c2cc(-c3ccc(Cl)cc3)n[nH]2)ccc1O | -0.6% | 0%
NC(=O)C1CCN(C(=O)c2ccc(CS(=O)(=O)c3c(Cl)cccc3Cl)o2)CC1 | -0.7% | 4%
COC(=O)C1(C(F)(F)F)N=C(N(C)C)OC(N(C)C)=N1 | -1.4% | -1%
O=C1c2ccccc2C(=O)N1CCC(c1ccccc1)c1ccco1 (centres undefined) | 0.7% | nt
COc1ccc(C(=O)COC(=O)c2ccco2)cc1 | -0.9% | -5%
O=C(O)C1CCCN(S(=O)(=O)c2cccs2)C1 (centres undefined) | -1.3% | nt
O=C(Nc1ccccc1C(F)(F)F)c1nn2c(c1Cl)NC(c1ccccc1)CC2C(F)(F)F (centres undefined) | -1.6% | 2%
S=c1n(CN2CCOCC2)nnn1-c1ccccc1 | 1.7% | 4%
CCOc1ccc(N2C(=O)CC(N3CCC(O)(c4ccc(Br)cc4)CC3)C2=O)cc1 (centres undefined) | 0.7% | nt
O=C(NC1(C(F)(F)F)N=C2SCCN2C1=O)C1CCCCC1 (centres undefined) | 2.3% | -2%
COc1ccc(CCN2C(=O)C3CC(C)=C(C)CC3C2=O)cc1OC (centres undefined) | 2.3% | nt
Cc1cc(C)cc(NC(=O)CN2CCc3ccccc3C2)c1 | 6.3% | nt
CC(C)c1nnc(NC(=O)CCC(=O)NCc2ccc3c(c2)OCO3)s1 | -0.7% | -10%
Cc1c(NC(=O)c2ccc(COc3ccc4ccccc4c3)o2)c(=O)n(-c2ccccc2)n1C | 0.4% | -13%
Cc1[nH]nc2c1C1(CCOC1C)C(C#N)=C(N)O2 (centres undefined) | 2.2% | -11%
COC(=O)Cn1c2ccc(F)cc2c2nc(C)sc21 | -0.5% | -10%
Cc1ccc(C23CC4CC(CC(C(=O)Nc5ccc(F)cc5F)(C4)C2)C3)cc1 | -4.1% | 4%
CN1CCN(/N=C2\C(=O)Nc3ccccc32)CC1 | 0.7% | -4%
CC(=O)C1=C(O)CCC1=N | 1.5% | 0%
COc1ccc(CNC(=O)CN(c2cccc3ccccc23)S(C)(=O)=O)cc1 | -0.5% | 4%
Cc1ccc(S(=O)(=O)N(CCO)c2cc3c(s2)CCCC3)cc1 | 6.7% | -2%
CC(C)N(C(=O)CSc1nc2ccccc2n1Cc1ccccc1F)C(C)C | -4.0% | nt

Carrying on:
Structure | Hsp70 inhibitors | MKP-3 inhibition
COc1cccc(N2CCN(CC(=O)C34CC5CC(CC(C5)C3)C4)CC2)c1 | -0.1% | nt
Cc1ccccc1NC(=O)CSc1nnc(C)c2ccccc12 | -0.3% | -3%
Cc1cc(C)c(C2=C(C#N)C(N)=C(C#N)C3=CCCCCC32)c(C)c1 (centres undefined) | 4.0% | 3%
CC(=O)NC(Cc1ccccc1)C(=O)N1CCN(C(=O)c2ccco2)CC1 (centres undefined) | -1.3% | 2%
Cc1ccc(-c2cc(C(=O)NCc3ccccn3)no2)cc1 | -3.9% | -2%
CN(C)c1ccc(/C=[N+](\[O-])C2SC(=S)N(C)C2(C)C)cc1 (centres undefined) | 1.2% | -16%
CCN1C(=O)/C(=C\c2cccc(OCCOCCOc3ccc(C)cc3)c2)SC1=S | 1.4% | 0%
CC1=C(C(=O)Nc2ccccc2)C(c2ccc(N(C)C)cc2)NC(=O)N1 (centres undefined) | 4.2% | -4%
O=C(Cn1c(-c2cscn2)nc2ccccc21)Nc1ccccc1F | -0.2% | nt
CC1=CC(C)(C)N(C(=S)NC(=O)c2ccccc2)c2ccccc21 | 1.8% | 0%
O=C(CSc1ccc2nnc(-c3ccccn3)n2n1)N1CCOCC1 | 4.2% | -5%
N=C1N(/N=C/c2ccccc2)C(=Nc2ccccc2)C(=S)N1c1ccccc1 | -0.3% | nt
Cc1ccc(OCCCN2CCOCC2)c(C(C)(C)C)c1 | 3.1% | 0%
Cc1c(N2C(=O)SC(CC(=O)O)C2=O)c(=O)n(-c2ccccc2)n1C (centres undefined) | -3.7% | 3%
Cc1cccc(-n2c(N)cc(=O)nc2SCC(=O)Nc2ccccc2)c1 | nt | -1%
COc1cc(/C=N\N2CCN(c3ccccc3)CC2)cc(Br)c1O | -0.2% | 4%
COc1ccc2ccccc2c1C1C(C(C)=O)=C(C)N=c2s/c(=C\c3cccc(O)c3)c(=O)n21 (centres undefined) | 2.2% | 2%
CCCOc1ccc(CCC(=O)O)cc1 | 0.3% | 2%
COc1cc(F)ccc1S(=O)(=O)N1CCCCCC1 | 2.4% | 0%
O=C(NCc1ccccc1)C(c1ccc(F)cc1)N(Cc1ccco1)C(=O)c1ccccn1 (centres undefined) | 5.2% | nt
O=C(/C=C/c1cccc(C(F)(F)F)c1)Nc1ccc(F)cc1 | 0.4% | -8%
COc1ccc(-c2nc3cc(NC(=S)NC(=O)c4ccccc4Cl)ccc3o2)cc1Cl | -4.3% | 6%
O=C(COC(=O)C1CCN(S(=O)(=O)c2cccs2)CC1)c1ccc2c(c1)OCCO2 | -3.1% | 4%
COc1ccc(N(CC(=O)NCc2ccccc2)S(=O)(=O)c2ccc(C)cc2)cc1OC | -1.2% | 1%
COc1ccc(OC)c(NC(=O)c2cnc3ccccn3c2=O)c1 | -0.4% | 10%
Cc1cccc2c(=O)c(C(=O)N3CCCCCC3)c[nH]c12 | 2.4% | -6%
Nc1cc(-c2ccc(Br)cc2)nn1-c1ccccc1 | -4.9% | 5%
Cc1cccc(NC(=O)CS(=O)(=O)c2cn(C)c3ccccc23)c1C | -0.2% | 4%
O=C1C(Cl)=C(N2CCOCC2)C(=O)N1c1cccc(Cl)c1Cl | 5.7% | -2%
Cc1ccc(C(=O)Nc2cccc(Oc3ccccc3)c2)o1 | 4.6%&5.7% | 3%
Cc1[nH]c2ccccc2c1/C=N/n1cnnc1 | 1.7% | -15%
COC(=O)CN(CCc1ccccc1)S(=O)(=O)c1ccc(OC)c(OC)c1 | 3.1%&14% | 0%
COC(=O)c1cccc(Nc2ncnc3ccc(Br)cc23)c1 | 2.8% | 1%
Cc1sc2nc(N)sc2c1C | 4.7% | -2%
O=C(NCc1ccc2c(c1)OCO2)C1CCN(S(=O)(=O)c2cccc3nsnc23)CC1 | -4.6% | 7%
C=CCNC(=O)CN(c1cccc(C(F)(F)F)c1)S(C)(=O)=O | -4.9% | 5%
O=C(CCc1ccccc1)Nc1ccc(OCc2ccccc2)cc1 | 1.3% | 4%
Cc1cc(C)cc(OCC(=O)Nc2ccc(N3CCCC3)cc2)c1 | -3.2% | 2%
O=C(CN(Cc1ccco1)C(=O)c1cc(=O)[nH]c2ccccc12)Nc1ccccc1C(F)(F)F | -0.4% | 0%
CCOc1ccc(OCCCCN(C)C)cc1 | 0.2% | 0%
O=C(C1CC(c2cccc(Br)c2)=NO1)N1CCc2ccccc2C1 (centres undefined) | 1.3% | nt
O=C(CN1C(=O)/C(=C2\SC(=S)N(CCS(=O)(=O)O)C2=O)c2ccccc21)Nc1cccc(Br)c1 | nt | 30µM*
Cc1c2c(n3c(nc4ccccc43)c1C#N)N(Cc1cccnc1)CC2 | -1.9% | nt
Cc1ccc2cc(CN(CC3CCCO3)C(=O)c3ccco3)c(=O)[nH]c2c1C (centres undefined) | 4.3% | 2%
CCn1c(SCC(=O)Nc2nc3ccccc3s2)nc2c(c1=O)SC(C)C2 (centres undefined) | 1.6% | -2%
COc1ccc(CNC(=O)c2cc3c(=O)n4ccccc4nc3n(CC3CCCO3)c2=N)cc1 (centres undefined) | -4.4% | 0%
CN1CCN(NC(=S)Nc2ccc(F)cc2)CC1 | -2.5% | 0%
Cc1ccc(-c2ccc(CCC(=O)O)n2CC(=O)O)cc1 | nt | -9%
COc1ccc(-n2ncc3c(N4CCC(C)CC4)ncnc32)cc1 | 1.0% | 1%
COc1ccc(-n2c(SCC(=O)Nc3ccccc3)nnc2-c2ccoc2C)cc1 | -2.7% | nt
CC(C)OP(=O)(OC(C)C)C(NC(=O)c1cccc([N+](=O)[O-])c1)C(N)=O (centres undefined) | -4.3% | nt
OCCN(CCO)c1ncnc2c1oc1ccc(Br)cc12 | 2.9% | nt
C=C1CC(C)OC(c2ccccc2OCC(O)CN2CCCCC2)C1 (centres undefined) | -2.3% | 1%
CCOc1cccc(C(=O)Nc2ccc3oc(Cc4ccc(Cl)cc4)nc3c2)c1 | 6.7% | nt

Assay outcomes deposited in PubChem BioAssay by Sanford-Burnham Center for Chemical Genomics.
